# Assay outcomes deposited in PubChem BioAssay by Broad Institute.
# SIRT5 inh – inhibitors of human sirtuin-5 desuccinylase; Q9NXA8; Purified SirT5, succinyl-peptide AMC, trypsin-coupled fluorescence; inhibition, % at 15 µM; 330,000 compounds, 1.1% hits; AID 652115; in the data active = inhibition above about 15%; inconclusive = no clear call, values can overlap the other calls
# Target sequence (Q9NXA8 whole entry, looked up): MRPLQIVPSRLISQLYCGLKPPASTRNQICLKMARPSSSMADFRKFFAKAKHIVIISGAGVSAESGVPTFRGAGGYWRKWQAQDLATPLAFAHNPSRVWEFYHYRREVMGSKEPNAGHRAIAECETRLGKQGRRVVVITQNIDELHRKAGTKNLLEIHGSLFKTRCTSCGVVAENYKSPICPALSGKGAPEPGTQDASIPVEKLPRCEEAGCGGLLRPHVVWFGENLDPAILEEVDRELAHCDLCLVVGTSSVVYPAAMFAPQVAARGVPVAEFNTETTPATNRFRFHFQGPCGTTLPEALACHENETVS
# CFTR F508del cor – correctors of CFTR F508del function in bronchial epithelial cells. CFBE cells, YFP halide quenching; stimulated with forskolin plus potentiator P3; % fluorescence drop versus neutral controls. activity (quench increase), % at 7.58 µM. 350,000 compounds, 0.36% hits;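 active = mean added fluorescence quench of at least 8% versus neutral control, with both replicates also reaching 8%; inconclusive = only one of the mean or replicate conditions met; inactive = mean below 8% and not both replicates reaching 8%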;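 also: cells transiently co-express mutant CFTR-F508del with the halide-sensitive YFP; corrector assay measuring rescue of mutant channel to the surface after 24 h compound exposure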
# DENV2 CPE – DENV2-induced cell death inhibition | CPE inhibition, % at 9.99 µM | DENV2-infected cells, cytopathic effect rescue, plate reader | 350,000 compounds, 1.7% hits; in the data active = CPE inhibition above about 20%, passing the limit was not always enough; inconclusive = no clear call, values can overlap the other calls; tested in BHK-21 cells;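 also: 0% = median of neutral control wells and 100% = median of positive control wells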
# ERp5 inh – ERp5 (human) disulfide isomerase inhibition; Q15084; ERp5 insulin aggregation, absorbance 650 nm, 90 min; inhibition, % at 9.99 µM; 350,000 compounds, 0.05% hits;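 active = mean replicate inhibition above about 25%, with every replicate also reaching it, limit read from the data, passing the limit was not always enough; inconclusive = only one of those two criteria met; inactive = neither criterion met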
# Target sequence (Q15084 whole entry, looked up): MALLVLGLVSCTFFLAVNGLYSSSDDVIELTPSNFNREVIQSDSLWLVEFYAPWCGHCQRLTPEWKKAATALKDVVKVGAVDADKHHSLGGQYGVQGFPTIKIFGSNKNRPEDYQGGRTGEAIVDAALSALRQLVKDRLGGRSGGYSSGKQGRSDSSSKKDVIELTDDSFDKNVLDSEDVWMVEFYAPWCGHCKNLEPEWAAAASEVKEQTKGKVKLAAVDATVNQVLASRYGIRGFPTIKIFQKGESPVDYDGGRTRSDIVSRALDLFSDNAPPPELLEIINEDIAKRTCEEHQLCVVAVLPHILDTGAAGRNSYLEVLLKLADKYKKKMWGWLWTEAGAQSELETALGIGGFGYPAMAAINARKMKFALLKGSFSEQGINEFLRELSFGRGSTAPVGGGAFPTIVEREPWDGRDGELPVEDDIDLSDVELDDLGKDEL
# miR122 inh – inhibitors of miR-122 in Huh7 cells; Huh7 miR-122 Renilla luciferase sensor, 48 h; neutral wells = 0, positive control = 100; activation (reporter increase), % at 12.5 µM; 340,000 compounds, 0.3% hits; AID 602342;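 active = mean replicate activation score at least 90 and every replicate individually at or above 90; inconclusive = only one of the two criteria met; inactive = neither criterion met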;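 also: higher luciferase means less miR-122 activity so hits act as miR-122 inhibitors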
# ERAP1 inh – inhibitors of human ERAP1 aminopeptidase. Q9NZ08. recombinant ERAP1, Leu-AMC fluorescence, 60 min. inhibition, % at 10.7 µM. 340,000 compounds, 0.15% hits. AID 652197;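 active = mean replicate inhibition of at least 30%, or all replicates individually reaching that 30% level; inactive = mean below 30% and not every replicate reaching it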;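 also: 0% = neutral control wells and 100% = L-leucinethiol positive control wells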
# Casp6 inh – blocks human caspase-6 cleavage activity; P55212; purified caspase-6, Z-VEID-R110 cleavage fluorescence; inhibition, % at 12.5 µM; 350,000 compounds, 0.53% hits; AID 686996;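 active = mean inhibition across replicates at least about 35%, with every replicate also reaching that limit, limit read from the data; inconclusive = only one of the two criteria met; inactive = neither criterion met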;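 also: 0% = median of neutral control wells and 100% = no fluorescence left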
# Target sequence (P55212 24-179 limits assumed): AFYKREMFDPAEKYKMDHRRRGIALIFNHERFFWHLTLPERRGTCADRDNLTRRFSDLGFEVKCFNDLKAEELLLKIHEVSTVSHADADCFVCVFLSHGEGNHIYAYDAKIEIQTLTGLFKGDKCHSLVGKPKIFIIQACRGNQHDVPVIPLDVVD
# Target sequence (P55212 194-293 limits assumed): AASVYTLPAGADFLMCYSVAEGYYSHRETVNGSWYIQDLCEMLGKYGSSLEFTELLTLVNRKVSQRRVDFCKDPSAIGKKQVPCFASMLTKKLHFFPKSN
# * hit, by the source's call; u = inconclusive; x = no result given; & = joins results of further samples; ! = not active in a repeat; [ ] = remark or other dose.
SMILES,SIRT5 inh,CFTR F508del cor,DENV2 CPE,ERp5 inh,miR122 inh,ERAP1 inh,Casp6 inh
Cc1cccc(NC(=O)Cn2c(=O)n(CCc3c[nH]c4ccccc34)c(=O)c3cccnc32)c1,x,4.4,1,-1,x,x,-1
Cc1ccccc1N1CCN(Cc2c[nH]c3ccccc23)CC1,-3,2.3,1,-14,-14,-1,0
C[C@H](CO)N1C[C@H](C)[C@H](CN(C)C(=O)NC2CCCCC2)Oc2ncc(-c3cc4ccccc4o3)cc2C1=O,1,8.7*,-4,-1,-3[16.7 µM],-1,4
O=C(O)CCCC(=O)OCCCc1cc2ccccc2c(=O)o1,x,-1.6,-8,1,x,0,37*
CC1(C)Cc2ccccc2C(/C(C#N)=N/O)=N1,2,-1.9,-13,3,-26,5,0
COc1ccc(-n2c(Cc3cccn3C)nnc2SCC(=O)Nc2cccc(Cl)c2)cc1,-5,-0.8,0,-1,1,1,-2
NC(=O)C1CCN(C(=O)CC2(CC(=O)O)CCCCC2)CC1,-3,1.0,0,6,x,6,2
O=C(NNS(=O)(=O)c1ccccc1Cl)C1COc2ccccc2O1 (stereo not drawn),-4,2.5,0,6,14,-4,0
CC1=C(C(=O)N2CCOCC2)CC(CC(=O)NCC2CCCCC2)C(=O)N1Cc1ccccc1 (stereo not drawn),0,3.0,4,5,5,x,-2
Cc1c(OCC(=O)NCC2CCC(C(=O)O)CC2)ccc2c3c(c(=O)oc12)CCC3 (stereo not drawn),0,-1.9,-10,-7,-3,-6,0
CS(=O)(=O)N1CCc2cc(S(=O)(=O)N3CCCCC3)ccc21,-4,0.1,4,-4,2,5,-3
COc1ccccc1NC(=O)NCCC1=CCCCC1,-6,-4.4,x,5,x,0,1

# Laid out differently: results already given
NC(=O)C1CCN(C(=O)CC2(CC(=O)O)CCCCC2)CC1
  SIRT5 inh: -3
  CFTR F508del cor: 1.0
  DENV2 CPE: 0
  ERp5 inh: 6
  miR122 inh: x
  ERAP1 inh: 6
  Casp6 inh: 2
CC1=C(C(=O)N2CCOCC2)CC(CC(=O)NCC2CCCCC2)C(=O)N1Cc1ccccc1 (stereo not drawn)
  SIRT5 inh: 0
  CFTR F508del cor: 3.0
  DENV2 CPE: 4
  ERp5 inh: 5
  miR122 inh: 5
  ERAP1 inh: x
  Casp6 inh: -2

# Next section.
SMILES,SIRT5 inh,CFTR F508del cor,DENV2 CPE,ERp5 inh,miR122 inh,ERAP1 inh,Casp6 inh
Cc1cccc(CNC(=O)C2CCC(=O)N(Cc3ccccc3F)C2)n1 (stereo not drawn),-3,-3.9,-4,4,2,-2,-3
CCOP(=O)(NC(c1ccccc1)c1nc2ccccc2[nH]c1=O)OCC (stereo not drawn),-1,-0.6,-5,-1,-3,-1,-2
Cc1nc(CNS(=O)(=O)c2ccc3c(c2)CCCC3)cs1,-7,1.3,-7,-13,x,1,1
COc1ccc(/C=C/C(=O)NC(=S)Nc2ccc(S(=O)(=O)Nc3cc(C)on3)cc2)cc1,3,-2.2,-1,2,0,5,3
COc1ccc2c3c(n(C)c2c1)[C@@H](CO)N(C(=O)CC1CC1)CC31CN(C(=O)CC2CC2)C1,-3,1.9,1,-1,x,5,1
O=C(/C=C/c1ccccc1)Nc1cc(S(=O)(=O)N2CCOCC2)ccc1N1CCOCC1,-1,1.2,7,1,8,-5,0
O=C(Nc1ccccc1)c1ccc(-c2ccccc2Cl)o1,-8,-0.6,-9,-2,3,-2,2
COc1ccc2c3c([nH]c2c1)[C@@H](CO)N(C(=O)Nc1ccc(F)cc1)CC31CCN(S(C)(=O)=O)CC1,1,1.4,-2,0,x,2,-3
Cc1oc(-c2ccc(Cl)cc2)nc1CS(=O)CC(=O)NC1CCCCCC1 (stereo not drawn),-5,-0.7,4,-3,31,2,4
C[C@@H]1CCCCO[C@H](CN(C)C(=O)Nc2ccc3c(c2)OCO3)[C@H](C)CN([C@H](C)CO)C(=O)c2cc(NC(=O)CCC(F)(F)F)ccc2O1,-10,1.5,-2,1,2[16.7 µM],2,2
CSc1nnc(Cn2c(=O)sc3ccccc32)n1-c1ccccc1,4,3.1,-2,3,-1,1,1
Cc1ccc([C@H]2C[C@H](O)[C@@H](n3cc(COC(=O)c4ccccc4)nn3)CN2CC2CCCCC2)cc1,-3,0.9,0,-15,1,-1,2
CN(C)CC(=O)Nc1ccc2c(c1)[C@H]1C[C@@H](CC(=O)NCc3ccc(Cl)cc3)O[C@@H](CO)[C@H]1O2,4,-5.4,-4,5,3[16.7 µM],1,-4
COc1ccc(CNC(=O)c2ccccc2SCC(=O)NCc2ccco2)cc1,-2,-4.5,-3,x,-7,3,0
Nc1c(C(=O)c2ccccc2)sc2nsc(SCCN3CCOCC3)c12,-3,-1.5,-4,3,9,3,2
C#CNC(=O)C1(CC=C)CCNCC1,1,-0.4,-5,-6,-5,1,-6
Cc1ccc(S(=O)(=O)N(C)C[C@H]2Oc3ccc(NC(=O)Nc4ccc(C(F)(F)F)cc4)cc3C(=O)N([C@H](C)CO)C[C@H]2C)cc1,7,1.6,44*,-1,u,-5,1
CCOC(=O)CC1(C)Oc2cc(Cl)ccc2N1S(=O)(=O)c1ccc(C)cc1 (stereo not drawn),-2,-1.8,0,2,x,0,0
COc1ccc(N2C(=O)C(F)(F)C2c2cccc(F)c2)cc1 (stereo not drawn),3,2.5,0,-2,x,-4,4
COc1ccc(N(C(=O)CNC(=O)c2cccs2)C(C(=O)NCC2CCCO2)c2ccccc2)cc1 (stereo not drawn),-1,0.8,4,-1,0,-2,1
C[C@@H]1CN([C@H](C)CO)S(=O)(=O)c2ccc(C#CCN(C)C)cc2O[C@H]1CN(C)C,0,1.0,18,-4,-3[16.7 µM],-1,1
COCCCNC(=O)c1cccc2c(-c3cccc(C(N)=O)c3)coc12,x,-2.3,-9,-3,0,-2,0
C[C@@H]1CN([C@@H](C)CO)S(=O)(=O)c2ccc(C#CC3CC3)cc2O[C@@H]1CN(C)C(=O)c1cccc(F)c1,23*,4.2,-4,-5,-42[16.7 µM],1,-4
O=S(=O)(NC1CCN(Cc2ccc(OCCO)cc2)CC1)c1cc(Cl)ccc1Cl,0,-1.3,16,5,x,-3,5
Cc1ccc(C2CC(c3ccccc3Cl)n3nc(N)nc3N2)cc1 (stereo not drawn),x,0.7,-5,0,-4,-1,-1
c1ccc(C2=Nn3c(nnc3-c3ccco3)SC2)cc1,x,0.6,11,-6,x,2,5
O=C(/C=C/c1ccccc1)NCCS(=O)(=O)N1CCN(c2ccc(F)cc2)CC1,0,-3.3,-2,1,x,-1,-2
O=C(NNC(=O)c1cccs1)c1ccc(Cl)c(S(=O)(=O)N2CCCC2)c1,-1,3.1,-3,-7,10,3,1
N/C(=N\OC(=O)c1ccccc1)c1ccncc1,-5,-1.8,-3,1,-12,-3,x
CC(C)CC#Cc1ccc2c(c1)O[C@H](CN(C)C(=O)NC(C)C)[C@@H](C)CN([C@H](C)CO)S2(=O)=O,0,2.0,2,19,69[16.7 µM],0,2
COc1ccc(NC(=O)COC(=O)c2ccncc2)c(OC)c1,0,4.0,-6,-1,x,5,2
NC(=O)COC(=O)c1cc(-c2cccs2)nn1-c1ccccc1,x,0.1,-1,6,-6,x,-2
Cc1ccc(S(=O)(=O)Nc2ccc3c(c2)OCCO3)c(C)c1NS(C)(=O)=O,2,-1.4,-4,2,14,1,0
Cc1ccc(C(C)C)c(OCc2ccc(C(=O)N/N=C/c3cccc(O)c3O)cc2)c1,0,u,-2,2,x,1,10
O=C(C[C@H]1CC[C@H](NC(=O)c2ccc3c(c2)OCO3)[C@H](CO)O1)NCc1ccc(Oc2ccccc2)cc1,-1,1.6,3,5,x,4,1
COc1ccc(N2C(=O)CC(Nc3ccc(N4CCOCC4)cc3)C2=O)c(OC)c1 (stereo not drawn),1,x,x,-1,-5,-3,10
CCN(CC)c1c(C)nc2ccc(C(=O)N3CCN(C(=O)c4ccco4)CC3)cn12,0,-2.4,1,2,-2,9,-4
Cc1ccc(C(=O)NCC(C)NC(=O)c2ccc(C)c(C)c2)cc1C (stereo not drawn),-5,x,-1,0,-4,0,-3
Cc1[nH]nc(S(=O)CC(=O)O)c1[N+](=O)[O-] (stereo not drawn),3,1.0,-7,2,x,-1,41*
Cc1ccc(-c2nsc(SCC(=O)NCC3CCCO3)n2)cc1 (stereo not drawn),-1,-1.3,-6,2,x,2,3
COc1ccc(NC(=O)N[C@H]2CC[C@@H](CCNS(=O)(=O)c3ccccc3F)O[C@@H]2CO)cc1,-3,-4.3,-3,0,x,0,3
O=C(O)CNc1ncccc1[N+](=O)[O-],0,-3.2,u,-2,2,2,-4
CCOC(=O)N(C)C[C@@H]1OCc2cnnn2CCCC(=O)N([C@@H](C)CO)C[C@@H]1C,0&3,-2.0&-1.1,70*!,1&1,2,0&-3,-3
CCOC(=O)c1c(C)[nH]c(C(=O)N2CCC(C(=O)OCC)CC2)c1C,-4,0.6,0,12,0,1,1
COc1ccc(C(=O)N/N=C(\C)CC(=O)Nc2ccc(Cl)cn2)cc1,-2,0.1,2,-3,x,7,-3
CN1CCN(C(=O)CNC(=O)c2cccs2)CC1,-3,-0.2,1,-10,-7,-2,6
Cc1cccc(C(=O)NCC(=O)OCC(=O)c2ccc(C)s2)c1,-1,1.3,0,3,x,0,1
COc1ccc(N2CCN(C3CCCCC3NS(=O)(=O)c3ccc(Cl)cc3)CC2)cc1 (stereo not drawn),-4,2.2,-5,7,x,1,-2

# Shown as a hit in SIRT5 inh, among the entries above:
SMILES	SIRT5 inh	CFTR F508del cor	ERp5 inh	miR122 inh	ERAP1 inh	Casp6 inh
C[C@@H]1CN([C@@H](C)CO)S(=O)(=O)c2ccc(C#CC3CC3)cc2O[C@@H]1CN(C)C(=O)c1cccc(F)c1	23*	4.2	-5	-42[16.7 µM]	1	-4

# (more compounds)
SMILES,SIRT5 inh,CFTR F508del cor,DENV2 CPE,ERp5 inh,miR122 inh,ERAP1 inh,Casp6 inh
C[C@@H]1CN([C@@H](C)CO)C(=O)c2cc(C3=CCCCC3)cnc2O[C@H]1CN(C)Cc1ccc(C(=O)O)cc1,0,0.4,16,-4,-2[16.7 µM],-2,1
COc1ccc(OCCC(=O)OCC(=O)Nc2cccc(S(=O)(=O)N3CCOCC3)c2)cc1,-5,0.6,-6,11,x,4,0
COc1cc(/C=C/C(=O)O)cc(S(=O)(=O)Nc2ccccc2C(=O)NCc2ccco2)c1OC,x,-5.8,14,-3,-1,3,23
C[C@@H]1CN([C@H](C)CO)C(=O)c2cc(NC(=O)Nc3ccc4c(c3)OCO4)ccc2O[C@@H](C)CCCCO[C@H]1CN(C)C(=O)C1CCCCC1,3,2.0,-5,3,-9[16.7 µM],0,1
Cc1ccc(C(=O)CN2C(=O)NC3(CCOc4ccccc43)C2=O)s1 (stereo not drawn),1,3.1,15,0,10,3,4
COc1ccc(NC(=O)C[C@H]2CC[C@H]3[C@@H](COc4ccc(NC(=O)C5CC5)cc4C(=O)N3C)O2)cc1,x,-1.3,-4,x,4[16.7 µM],x,x
CC1(c2ccccc2Cl)NC(=O)N(CC(=O)Nc2ccccc2OC(F)F)C1=O (stereo not drawn),-3,-1.6,10,2,1,-4,-1
Cc1cc(C)n(-c2nc3ccccc3nc2NCCc2ccccc2)n1,-4,1.1,3,3,1,0,-1
COC(=O)CCCC(=O)OC,2,-3.4,17,1,-2,-2,0
CCCC(=O)Nc1ccc2c(c1)OC[C@@H](C)N(C(=O)CC)C[C@@H](C)[C@@H](OC)CN(C)C2=O,-5,-3.2,x,6,-5[16.7 µM],x,x
O=C(C[C@@H]1CC[C@@H]2[C@H](COC[C@H](O)CN2S(=O)(=O)c2ccccc2)O1)NCc1ccc(-c2ccccc2)cc1,7,-0.4,-3,2,0[16.7 µM],1,-5
COc1ccc(O)c(-c2nc(N)nc(N)n2)c1,x,3.1,-5,-3,4,4,3
Cc1oc(-c2ccccc2)nc1CS(=O)CC(=O)N1CCc2ccccc2C1 (stereo not drawn),x,0.1,-14,5,x,1,9
O=C(Nc1ccc(Cc2ccncc2)cc1)c1cccc([N+](=O)[O-])c1,-5,2.9,-1,-5,7,1,1
Cc1ccc(S(=O)(=O)N(C)C[C@@H]2OCCCC[C@@H](C)Oc3ccc(NC(=O)Cc4ccccc4)cc3C(=O)N([C@H](C)CO)C[C@@H]2C)cc1,6,2.3,2,3,3[16.7 µM],0,-1
